Tat transport – blocks Tat-dependent protein export in E. coli; E. coli MC4100 TorA-mCherry Tat export, fluorescence; inhibition, % at 10 µM; actives 0.036% (n = 340,000);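 active means mean replicate inhibition at least 50% and at least half of replicates individually reaching 50%; inconclusive means only one of the two criteria met; inactive means neither criterion met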;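 further: exported cargo escapes ClpAP degradation while cytoplasmic cargo is degraded and loses fluorescence; 0% = median of neutral control wells and 100% = median of NaSCN control wells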
AddAB inh – less growth of phage-infected E. coli with AddAB; E. coli expressing H. pylori AddAB, absorbance growth; inhibition, % at 11.9 µM; actives 0.29% (n = 330,000); in the data active means inhibition above about 12%;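 further: 0% = vehicle wells of infected cells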
SR-BI HDL uptake – mouse SR-BI HDL lipid transfer inhibition. AID 488896. inhibition, % at 12.5 µM. Q61009. actives 0.96% (n = 320,000). ldlA[mSR-BI] CHO cells, DiI-HDL uptake fluorescence, 3 h;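 active means mean replicate inhibition of at least 70% and a set share of replicates each scoring 70 or more; inconclusive means meets just one of the two criteria; inactive means fails both criteria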;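 further: 0% = median of neutral control wells and 100% = median of positive control wells; values of inactives mirror those of a sister screen read the other way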
Target sequence (Q61009 whole entry, looked up): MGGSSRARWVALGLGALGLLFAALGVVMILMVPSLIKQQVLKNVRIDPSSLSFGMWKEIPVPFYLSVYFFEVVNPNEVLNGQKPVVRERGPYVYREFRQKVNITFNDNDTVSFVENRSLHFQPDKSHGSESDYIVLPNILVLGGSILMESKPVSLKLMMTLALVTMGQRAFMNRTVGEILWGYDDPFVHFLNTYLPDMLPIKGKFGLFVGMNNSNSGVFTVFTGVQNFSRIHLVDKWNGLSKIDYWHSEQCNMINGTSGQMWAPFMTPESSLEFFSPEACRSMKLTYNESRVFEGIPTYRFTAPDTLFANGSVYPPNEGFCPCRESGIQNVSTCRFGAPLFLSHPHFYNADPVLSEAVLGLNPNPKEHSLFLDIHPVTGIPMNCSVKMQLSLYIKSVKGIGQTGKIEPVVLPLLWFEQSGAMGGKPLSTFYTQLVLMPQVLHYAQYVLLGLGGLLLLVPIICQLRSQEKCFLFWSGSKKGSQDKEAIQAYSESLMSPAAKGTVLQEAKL
CAL PDZ FP-1 – inhibitors of human CAL PDZ peptide binding. Q9HD26. purified CAL PDZ, TMR-peptide fluorescence polarization, 1 h. inhibition, % at 20 µM. actives 0.02% (n = 330,000). AID 504414;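 active means highest replicate inhibition of at least 40%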;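 further: plate controls were DMSO neutral control wells for no effect and unlabeled competitor peptide control wells for full effect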
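Read-out basis: mP drop reported as inhibition | Assay system: Tagged CAL PDZ protein CerCALP, purified | Benchmarks: Unlabelled peptide for full inhibition, DMSO wells as neutral | Schedule: 1 h incubation at room temperature before polarization reading | Buffer or medium: Sodium phosphate/NaCl buffer pH 7.4 with TCEP, IgG, Thesit | Doses: Single point, 20 µM | Measured by: Fluorescence polarization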
E coli growth – bacterial growth inhibition, counter-screen for AddAB inhibitors | E. coli V3065 growth, OD600 absorbance, 18 h | AID 449728 | actives 0.27% (n = 330,000) | inhibition, % at 11.9 µM;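 active means inhibition above the campaign's mean inhibition across all tested compounds plus 3 SD, cut at about 9.9% in these data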;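 further: uninfected addAB+ strain grown without phage in ampicillin broth; 0% = DMSO wells and 100% = ciprofloxacin 0.95 µg/ml wells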
phage Ecoli inh – E. coli growth loss with phage present | growth absorbance | inhibition, % at 11.9 µM | actives 0.26% (n = 360,000) | AID 651602; in the data active means inhibition above about 11%
Wnt bcat act – Wnt/beta-catenin pathway activation; Wnt/beta-catenin reporter cell assay, activator, plate reader; activation, % at 9.35 µM; actives 1.2% (n = 300,000); in the data active means activation above about 30%, passing the limit was not always enough; inconclusive means no clear call, values can overlap the other calls;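 further: 0% = neutral control wells and 100% = positive control wells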
MITF TRPM1 HTS – MITF TRPM1 promoter activation in melanoma cells. actives 0.75% (n = 300,000). AID 588334. activation, % at 12.5 µM. SK-MEL-5 TRPM1-promoter luciferase, 24 h; % of positive control, neutral wells = 0;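 active means mean activation of at least 80% with every replicate also reaching 80%; inconclusive means mean reaches 80% but some replicate falls short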;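 further: 0% = neutral control wells and 100% = parthenolide positive control wells; values of inactives mirror those of a sister screen read the other way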
CAL PDZ FP-2 – blocks peptide binding to the human CAL PDZ domain; inhibition, % at 24.9 µM; actives 0.92% (n = 300,000); AID 602252; purified CAL PDZ, TMR-peptide fluorescence polarization, 1 h; Q9HD26;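 active means mean inhibition of at least 30% with at least half of replicates also reaching 30%; inconclusive means no clear call, values can overlap the other calls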;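 further: 0% = DMSO neutral control and 100% = excess unlabeled competitor peptide PRC23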
SR-BI uptake up – SR-BI HDL lipid transfer activation; CHO ldlA[mSR-BI] cells, DiI-HDL uptake fluorescence, 3 h; 100 = double the neutral-control signal; activation, % at 12.5 µM; actives 0.096% (n = 320,000); AID 504775;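 active means mean replicate activation of at least 60% and every replicate at or above 60%; inconclusive means mean or all-replicate condition met, but not both; inactive means mean below 60% and not all replicates reaching 60%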;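 further: 0% = median plate neutral-control signal and 100% = twice that signal; values of inactives mirror those of a sister screen read the other way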
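Assay system: LDL receptor-deficient CHO ldlA cells overexpressing murine SR-BI / Medium: BSA-supplemented, HEPES-buffered Ham's F12, pH 7.4 / Probe or stimulus: DiI-labelled HDL at 10 µg/mL final / Timing: compound with DiI-HDL co-incubation, 3 h at 37 °C / Technique: bottom-read cell fluorescence after medium removal, ex 550/em 595 nm / Measure: HDL uptake via cellular fluorescence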
* hit, by the source's call; ? = inconclusive; nt = no result given.

SMILES | Tat transport | AddAB inh | SR-BI HDL uptake | CAL PDZ FP-1 | E coli growth | phage Ecoli inh | Wnt bcat act | MITF TRPM1 HTS | CAL PDZ FP-2 | SR-BI uptake up
COc1ccc(S(=O)(=O)n2nc(-c3ccc(Cl)cc3)cc2N)cc1 | 3 | 1.6 | 10 | -0.5 | 2.0 | 1.7 | 1 | -1 | -3 | -10
Cc1oc2cc(O)cc(C)c2c(=O)c1-c1cnn(-c2ccccc2)c1 | -3 | 4.2 | 14 | -2.4 | 0.4 | 1.8 | -2 | nt | nt | -14
CNc1c(NS(=O)(=O)c2ccc3c(c2)CCCC3)c(=O)oc2ccccc12 | 0 | 2.6 | -8 | -0.3 | 2.1 | 1.5 | -1 | 4 | -4 | 8
CCOC(=O)Cc1csc(NC(=O)COc2ccc3c(c2)CCC3)n1 | -2 | 2.0 | 5 | -1.4 | 0.8 | 2.3 | 4 | 0 | 0 | -5
COc1ccc(N2C(=O)CS/C2=N\C(=S)Nc2ccccc2)cc1 | -3 | 0.6 | 30 | -3.1 | -0.4 | -2.2 | 3 | -11 | -5 | -30
O=C(COc1ccccc1Cl)Nc1ccc(CN2CCCCC2)cc1 | 2 | 1.7 | 6 | -1.5 | 0.5 | 2.5 | 2 | -12 | -3 | -6
CC(C)(C)c1ccc(-c2nn(CCC#N)cc2/C=N/O)cc1 | 7 | 1.6 | -4 | -0.1 | 3.2 | 1.9 | -1 | -4 | nt | 4
CC(=O)Nc1cc(C)nn1-c1nc(C)cc(C)n1 | 4 | -0.9 | -23 | -1.9 | -0.7 | 1.7 | -1 | -2 | -2 | 23
CCc1ccc(N(C(=O)CNC(=O)c2ccco2)C(C(=O)NC2CCCC2)c2ccncc2)cc1 (centres undefined) | 1 | 1.3 | -16 | -2.2 | -0.8 | 2.8 | -3 | -3 | -5 | 16
O=C(Nc1ccccc1Cl)c1sccc1-c1ccccc1 | 14 | 4.0 | 35 | -3.4 | 1.3 | 2.3 | -2 | 3 | -5 | -35
COc1ccc(C(=O)N/C(=C\c2cccc3ccccc23)C(=O)N2CCN(C)CC2)cc1 | 7 | 1.7 | -31 | -0.1 | 1.6 | 0.9 | 0 | 0 | -3 | 31
O=C(CN(Cc1ccco1)C(=O)CCC(=O)Nc1nccs1)NCc1ccccc1 | 4 | 3.0 | 9 | 0.5 | 0.3 | 2.7 | nt | 2 | -2 | -9

Structures above that contain four or more nitrogen atoms, in the order listed:
SMILES | Tat transport | AddAB inh | SR-BI HDL uptake | CAL PDZ FP-1 | E coli growth | phage Ecoli inh | Wnt bcat act | MITF TRPM1 HTS | CAL PDZ FP-2 | SR-BI uptake up
CC(C)(C)c1ccc(-c2nn(CCC#N)cc2/C=N/O)cc1 | 7 | 1.6 | -4 | -0.1 | 3.2 | 1.9 | -1 | -4 | nt | 4
CC(=O)Nc1cc(C)nn1-c1nc(C)cc(C)n1 | 4 | -0.9 | -23 | -1.9 | -0.7 | 1.7 | -1 | -2 | -2 | 23
CCc1ccc(N(C(=O)CNC(=O)c2ccco2)C(C(=O)NC2CCCC2)c2ccncc2)cc1 (centres undefined) | 1 | 1.3 | -16 | -2.2 | -0.8 | 2.8 | -3 | -3 | -5 | 16
O=C(CN(Cc1ccco1)C(=O)CCC(=O)Nc1nccs1)NCc1ccccc1 | 4 | 3.0 | 9 | 0.5 | 0.3 | 2.7 | nt | 2 | -2 | -9

Next compounds.
SMILES | Tat transport | AddAB inh | SR-BI HDL uptake | CAL PDZ FP-1 | E coli growth | phage Ecoli inh | Wnt bcat act | MITF TRPM1 HTS | CAL PDZ FP-2 | SR-BI uptake up
COc1ccc2c(c1)c(CC(=O)Nc1ccccc1OC)c(C)n2C(=O)c1ccc(Cl)cc1 | 3 | 2.8 | 66 | -0.8 | 0.1 | 5.1 | 4 | -10 | -4 | -66
Cn1c(=O)c2[nH]c(CCC3CCCC3)nc2n(C)c1=O | -5 | nt | 15 | -1.3 | nt | -0.2 | 1 | 1 | -3 | -15
COC(=O)c1ccc(N2CCOCC2)c(NC(=O)c2cccs2)c1 | -11 | 3.3 | 30 | -3.0 | 1.1 | 0.1 | 1 | 2 | -1 | -30
CCOc1cc(/C=N\NC(N)=O)cc(Br)c1OC(C)C | 7 | 5.0 | 29 | -1.0 | 0.8 | 0.6 | nt | 2 | -5 | -29
COC(=O)c1ccc(NC(=O)c2cc(-c3ccncc3)nc3ccccc23)cc1 | 3 | 3.7 | 47 | -2.5 | 0.5 | 1.9 | 1 | 4 | -4 | -47
N=C1/C(=C\c2ccc(OC(=O)c3ccccc3Cl)cc2)C(=O)N=C2SC(N3CCOCC3)=NN12 | 0 | 2.5 | 22 | -2.6 | -0.2 | 1.1 | 3 | 4 | -1 | -22
CC(Sc1nnc(C2CC2)n1C1CC1)C(=O)Nc1cccc(S(=O)(=O)N2CCOCC2)c1 (centres undefined) | 23 | -0.6 | -19 | 0.5 | -0.9 | 2.0 | ? | 6 | nt | 19
COc1ccc(OCCCSc2ncccn2)cc1 | -4 | 2.6 | 12 | -1.6 | 3.3 | 2.2 | nt | 113* | -4 | -12
CSc1ccccc1NC(=S)Nc1ccc(S(N)(=O)=O)cc1 | -7 | 3.0 | -20 | 0.0 | 1.9 | 5.0 | 1 | -4 | 2 | 20
c1ccc(CNc2nnnn2-c2ccccc2)cc1 | -1 | 2.8 | 6 | -1.7 | -2.0 | 3.9 | -4 | 7 | 4 | -6
COC(=O)c1ccccc1NC(=O)c1ccco1 | 2 | 1.9 | -10 | -0.2 | -0.2 | 3.0 | nt | nt | nt | 10
N#Cc1c(N2CCSCC2)nsc1-c1ccccc1Cl | 2 | nt | 28 | 2.5 | nt | 0.9 | -12 | 7 | -2 | -28
O=c1[nH]c(SCCOc2ccccc2F)nc2ccccc12 | 2 | 1.9 | -8 | -1.7 | -0.1 | -3.2 | 4 | 18 | -3 | 8
Cc1noc(NS(=O)(=O)c2ccc(NC(=O)C(CC(C)C)N3C(=O)c4ccccc4C3=O)cc2)c1C (centres undefined) | -3 | 0.0 | -9 | -0.8 | -2.1 | 0.5 | 2 | -3 | 2 | 9
COc1ccc(OC)c(C2C(C(=O)Nc3ccc(F)cc3)=C(C)Nc3nc(CCCO)nn32)c1 (centres undefined) | 3 | 2.7 | 7 | 0.2 | -0.3 | 0.5 | 0 | 3 | -2 | -7
O=C(CN1C(=O)NC2(CCCCC2)C1=O)Nc1cc(C(F)(F)F)ccc1N1CCCCC1 | 9 | -0.9 | -20 | 0.6 | -0.7 | 1.4 | 0 | -8 | -4 | 20
CC1=CCC(C(=O)O)C(C(=O)O)C1 (centres undefined) | -1 | 0.9 | -16 | -3.4 | -0.9 | 3.6 | -3 | -3 | -1 | 16
Cn1cccc1Cc1nnc(SCC(=O)NCc2ccco2)n1CCc1ccccc1 | 14 | 0.3 | 48 | -0.8 | -2.0 | 3.8 | nt | 11 | -2 | -48
CCOC(=O)N1CCN(CC(O)COc2ccc(-c3ccccc3)cc2)CC1 (centres undefined) | -3 | 2.6 | -4 | -2.6 | 2.9 | 4.1 | -1 | 5 | -3 | 4
CCc1noc(C)c1C(=O)Nc1cccc(S(=O)(=O)N(C)c2ccccc2)c1 | 3 | 2.4 | 13 | -2.0 | -0.9 | 3.6 | -3 | -4 | 0 | -13
Cc1cn(C2OC(COC(=O)c3ccccc3)C(O)C2O)c(=O)[nH]c1=O (centres undefined) | -1 | 0.4 | 3 | -0.3 | -2.0 | 2.6 | 0 | -1 | -2 | -3
CN(CCOc1ccccc1)C(=S)Nc1ccc(OC(F)F)cc1 | 0 | 4.5 | nt | -0.7 | -0.6 | 5.4 | -2 | nt | -7 | nt
CCN(c1ccccc1)S(=O)(=O)c1cc(C(=O)NCC(c2ccc(OC)cc2)N(C)C)ccc1C (centres undefined) | 5 | nt | -14 | -0.1 | nt | 2.3 | -2 | 13 | nt | 14
O=S(=O)(Nc1ccc(S(=O)(=O)N2CCOCC2)cc1)c1ccccc1 | -8 | -2.1 | -32 | -4.1 | -2.3 | 2.9 | nt | -3 | nt | 32
O=C(CSc1nc(C2CC2)nc2ccccc12)Nc1cccc(O)c1 | 0 | 2.9 | 5 | -3.5 | -0.9 | -0.9 | 0 | -9 | -2 | -5
CCCn1c(CCC(=O)O)ccc1-c1ccc(F)cc1 | -2 | -0.9 | -9 | -2.0 | -1.7 | -0.5 | -5 | 7 | 0 | 9
Cc1ccc(-c2csc(NCCc3nc4cc(Cl)c(Cl)cc4n3CCOCCO)n2)cc1 | 2 | 0.8 | 38 | -0.3 | -0.2 | -1.9 | -7 | 0 | -5 | -38
CC1=Nc2cc(C(=O)N3CCCC3)ccc2Sc2ccc(C)cc21 | -4 | 2.2 | 4 | 0.0 | -0.9 | 0.9 | -3 | -10 | -96 | -4
CC(=O)Nc1nc(COc2ccccc2)cs1 | -1 | 2.1 | nt | nt | 0.5 | 3.6 | nt | 73 | -1 | nt
Cc1cc(C)c(C#N)c(Nc2ccccc2)n1 | 4 | 2.3 | 23 | -2.9 | 2.3 | 1.6 | nt | 6 | nt | -23
CC1CCCCN1C(=O)c1cc(F)c(F)cc1Cl (centres undefined) | -1 | 2.1 | 10 | -0.5 | 3.0 | 0.6 | nt | -2 | -1 | -10
COc1ccc(-c2cccc(-c3cc(=O)oc4cc(OC)cc(OC)c34)c2)cc1 | -9 | -1.1 | 20 | -2.0 | -0.9 | 0.9 | -3 | -66 | -5 | -20
CC1(C)Oc2ccc3ccc(=O)oc3c2C(/C=N/O)=C1Cl | -2 | 3.0 | -254 | 0.9 | 0.6 | -3.1 | -1 | nt | -2 | ?
COc1ccc(OC)c(NC(=O)C(CCS(C)(=O)=O)NC(C)=O)c1 (centres undefined) | -2 | 2.8 | 3 | -1.1 | -1.9 | 2.9 | nt | 3 | -6 | -3
COc1ccc(C2=NOC(C(=O)NCc3ccc(F)cc3)C2)cc1 (centres undefined) | 0 | -0.9 | 11 | -0.4 | -2.5 | 3.7 | nt | -26 | nt | -11
CCCc1nnc(NC(=O)C(=O)NCCN(C)C)s1 | 0 | nt | -10 | 0.5 | nt | 3.1 | 2 | nt | -2 | 10
COc1cc(NS(=O)(=O)c2ccc(NC(=O)CN3C(=O)c4ccccc4C3=O)cc2)ncn1 | 5 | 1.7 | -2 | -2.5 | 1.1 | 2.9 | -3 | -2 | -3 | 2
O=C(O)CSc1nnc(-c2cc3ccccc3o2)n1-c1ccccc1 | -1 | 1.6 | 3 | nt | -1.4 | -0.1 | 1 | -15 | -1 | -3
CCC(C)NC(=O)CC(NS(=O)(=O)c1ccc(C)cc1)c1ccc(OC)cc1 (centres undefined) | 5 | 2.4 | -29 | -1.2 | 3.7 | 1.7 | 2 | 6 | -4 | 29
